NSD2 inh = inhibitors of human NSD2, primary screen, biochemical, plate reader, single point; Histone-lysine N-methyltransferase NSD2 (Homo sapiens), O96028; hit rate 0.07% among 44,000; inhibition, % at 12.5 µM; NSD2-SET H3K36me1 DELFIA fluorescence; in the data active = inhibition above about 54%, passing the limit was not always enough;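 note: inhibitors reduce the monomethyl H3K36 fluorescence signal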
* marks the source's active call; other numbers are inactive results. Only part of the results is shown (hit frequency here may not be typical).

SMILES | NSD2 inh
COc1ccc(S(=O)(=O)Nc2ccc3c(c2)C(=O)N([C@H](C)CO)C[C@H](C)[C@@H](CN(C)C(=O)NC2CCCCC2)O3)cc1 | 1
C[C@@H]1CN([C@@H](C)CO)C(=O)Cc2cc(NC(=O)Nc3ccc(F)cc3)ccc2O[C@H]1CN(C)Cc1ccncc1 | 0
C[C@H]1CCCCO[C@@H](CN(C)S(=O)(=O)c2ccc(F)cc2)[C@@H](C)CN([C@@H](C)CO)C(=O)c2cc(NC(=O)NC3CCCCC3)ccc2O1 | 3
C[C@H]1CN([C@@H](C)CO)C(=O)c2cc(NC(=O)C3CC3)ccc2O[C@@H]1CN(C)Cc1ccc2c(c1)OCO2 | 3
C[C@@H]1CN([C@@H](C)CO)S(=O)(=O)c2ccc(-c3ccc(F)cc3)cc2O[C@H]1CN(C)S(C)(=O)=O | 2

Looked up above.
In NSD2 inh, C[C@@H]1CN([C@@H](C)CO)S(=O)(=O)c2ccc(-c3ccc(F)cc3)cc2O[C@H]1CN(C)S(C)(=O)=O shows 2
In NSD2 inh, C[C@H]1CN([C@@H](C)CO)C(=O)c2cc(NC(=O)C3CC3)ccc2O[C@@H]1CN(C)Cc1ccc2c(c1)OCO2 shows 3

Two records drawn at random from those above:
SMILES | NSD2 inh
C[C@@H]1CN([C@@H](C)CO)C(=O)Cc2cc(NC(=O)Nc3ccc(F)cc3)ccc2O[C@H]1CN(C)Cc1ccncc1 | 0
C[C@H]1CCCCO[C@@H](CN(C)S(=O)(=O)c2ccc(F)cc2)[C@@H](C)CN([C@@H](C)CO)C(=O)c2cc(NC(=O)NC3CCCCC3)ccc2O1 | 3
